HTRA1 inh – inhibitors of human serine peptidase HTRA1; Q92743; recombinant HTRA1, FP-rhodamine activity-based probe, fluorescence polarization; inhibition, % at 5.96 µM; actives 0.5% (n = 340,000); AID 504803; in the data active = inhibition above about 36%;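 also: 0% = enzyme with DMSO and 100% = wells lacking enzyme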
Target sequence (Q92743 whole entry, looked up): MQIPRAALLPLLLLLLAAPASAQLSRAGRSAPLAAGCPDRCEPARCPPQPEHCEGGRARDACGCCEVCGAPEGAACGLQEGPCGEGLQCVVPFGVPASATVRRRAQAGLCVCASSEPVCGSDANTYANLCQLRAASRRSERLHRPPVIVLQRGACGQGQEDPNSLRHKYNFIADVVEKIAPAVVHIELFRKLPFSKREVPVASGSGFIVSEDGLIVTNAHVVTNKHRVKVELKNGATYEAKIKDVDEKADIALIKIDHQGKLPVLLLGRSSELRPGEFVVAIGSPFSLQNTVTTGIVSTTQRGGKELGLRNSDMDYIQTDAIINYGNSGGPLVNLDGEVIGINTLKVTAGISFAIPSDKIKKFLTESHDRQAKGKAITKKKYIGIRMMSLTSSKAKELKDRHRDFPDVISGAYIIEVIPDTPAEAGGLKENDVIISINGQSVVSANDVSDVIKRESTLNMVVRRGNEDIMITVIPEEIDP
UHRF1 binding – UHRF1 methyl-DNA binding inhibition. inhibition, % at 4.4 µM. actives 0.75% (n = 370,000). UHRF1 binding to methylated oligo, TR-FRET. Q96T88. AID 687016; in the data active = inhibition above about 21%;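 also: UHRF1 SRA domain binding a hemimethylated CpG hairpin DNA probe; 0% = median of test compound wells and 100% = reference inhibitor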
PRMT1 inh – inhibitors of human PRMT1. actives 1.3% (n = 370,000). recombinant PRMT1, activity-based probe fluorescence polarization. inhibition, % at 2.79 µM;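 active = inhibition above about 21% made by adding two undisclosed values, limit read from the data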
rCAG binder – r(CAG) repeat RNA binding | TO-PRO-1 dye displacement fluorescence | inhibition, % at 3 µM | actives 1.3% (n = 370,000);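 active = inhibition above the plate cutoff, the mean of all test compounds on that plate plus 3 SD, cut at about 35% in these data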;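 also: 0% = DMSO alone and 100% = 100 µM mitoxantrone as full dye displacement; higher means more dye released from RNA so lower well fluorescence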
SIAE primary – human SIAE inhibition, primary screen; Q9HAT2; SIAE FP-Rh probe binding, fluorescence polarization; inhibition, % at 9.66 µM; actives 0.69% (n = 370,000);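 active = inhibition above a cutoff: mean of compounds within the control limits plus 3 SD of those, cut at about 17% in these data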;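 also: 0% = plate median of compound wells and 100% = probe without SIAE protein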
TCR CD3 inh – inhibitors of human TCR-CD3 interaction | inhibition, % at 9.4 µM | actives 0.37% (n = 360,000) | TAMRA-labeled TCR probe fluorescence, biochemical; in the data active = inhibition above about 19%;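 also: recombinant mutant TCR 2C K166C tagged with TAMRA read by polarization; 0% = receptor in buffer alone and 100% = receptor with positive control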
mABHD4 FP – ABHD4 (mouse) inhibition, primary FP screen; purified mABHD4, FP-Rh probe fluorescence polarization; inhibition, % at 8.92 µM; actives 0.54% (n = 370,000);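 active = inhibition exceeding the mean over every tested compound plus 3 SD, cut at about 30% in these data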;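 also: 0% = plate median of compound wells and 100% = S159A mutant with DMSO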
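Assay system: wild-type mouse ABHD4 protein; compound: single nominal dose of 8.92 µM, 0.89% DMSO final; schedule: 45 min + 60 min at 25 °C; measured by: FP readout, ex 525 nm / em 598 nm; evaluation: % inhibition of FP-Rh probe binding versus controls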
GC-B act – GC-B (human) receptor activation; P20594; HEK293-GC-B cells, CNP EC30, cGMP TR-FRET; 0% at EC30 CNP, 100% saturating CNP; activation, % at 10 µM; actives 0.11% (n = 370,000);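 active = activation at 10 µM reaching about 35% in either raw or pattern-adjusted values, limit read from the data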
MBD2 inh – inhibitors of human MBD2 binding to methylated oligonucleotide; Q9UBB5; TR-FRET; inhibition, % at 4.4 µM; actives 0.31% (n = 370,000); AID 686964; in the data active = inhibition above about 13%
Target sequence (Q9UBB5 whole entry, looked up): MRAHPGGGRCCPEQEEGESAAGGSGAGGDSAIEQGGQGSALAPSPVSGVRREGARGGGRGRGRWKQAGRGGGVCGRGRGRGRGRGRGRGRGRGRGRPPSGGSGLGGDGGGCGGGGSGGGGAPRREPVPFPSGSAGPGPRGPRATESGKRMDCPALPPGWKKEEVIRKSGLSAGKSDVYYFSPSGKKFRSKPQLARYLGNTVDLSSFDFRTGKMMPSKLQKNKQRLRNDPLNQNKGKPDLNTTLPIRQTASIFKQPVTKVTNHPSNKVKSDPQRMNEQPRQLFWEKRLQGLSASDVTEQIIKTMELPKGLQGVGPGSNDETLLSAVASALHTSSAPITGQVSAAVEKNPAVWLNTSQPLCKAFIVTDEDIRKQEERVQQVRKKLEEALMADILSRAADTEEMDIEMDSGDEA
GC-A act – GC-A (human) enzyme activation; activation, % at 10 µM; actives 0.14% (n = 370,000); P16066; HEK293 GC-A cells, cGMP TR-FRET, EC30 ANP; 0% at EC30 ANP, 100% saturating ANP; in the data active = activation above about 40%
An asterisk follows results filed as active; · = not tested or not shown.

no.	Compound	GC-B act	UHRF1 binding	HTRA1 inh	rCAG binder	PRMT1 inh	GC-A act	TCR CD3 inh	MBD2 inh	SIAE primary	mABHD4 FP
1	CCCCc1nc2sc3c(=O)[nH]cnc3c2c2c1CCCC2	-1	13	0	-1	2	-1	-6	7	1	4
2	O=C(NCc1ccccc1F)c1ccc(S(=O)(=O)NCc2ccco2)cc1	-1	2	-1	0	0	1	-4	2	-3	1
3	COc1ccc(C(NC(=O)/C=C/c2ccco2)c2ccc(OC)c(OC)c2)cc1OC	1	3	-5	16	18	-3	-3	-4	-5	-3
4	CC(C)C1CC(c2csc(N)n2)CCO1 (centres undefined)	-4	3	-2	0	-1	9	1	5	4	1
5	COc1ccccc1/C=C/C(=O)c1cc(Br)ccc1OC(=O)c1ccco1	-6	-2	-25	3	-3	-5	4	-1	-7	-16
6	COc1ccc(NC(=O)c2ccc(Cl)nc2)cc1S(=O)(=O)N1CCOCC1	5	1	5	3	0	5	-10	0	0	3
7	N#CCSc1nnc(-c2ccccc2O)n1CCc1ccccc1	2	6	2	4	0	-6	-6	0	-2	-6
8	Cc1ccccc1NC(=O)CCN1CCc2ccccc2C1	0	0	-2	-5	-1	-3	-2	-4	2	-1
9	Cc1cccc(NC(=S)N2CCC(O)CC2)c1C	-2	0	0	-2	-3	1	-5	-2	2	4
10	COc1ccc([C@H]2CC(=O)C=C(c3cccc4c3Oc3ccccc3S4)C2)cc1	7	-2	-35	5	0	0	-6	-6	2	0
11	COc1cc([N+](=O)[O-])ccc1NC(=O)/C=C/C(=O)O	5	-6	5	-5	3	3	-1	-2	-4	3
12	C=CCCC(=O)Nc1nc(C)c(-c2csc(Nc3ccc(Cl)cc3Cl)n2)s1	0	-2	-5	36*	-1	-7	2	-2	2	10
13	OC[C@@H]1CN(Cc2cccc(C(F)(F)F)c2)C[C@H](n2cnc3c(NCc4ccc(F)cc4)ncnc32)O1	0	-3	·	1	-1	1	7	-3	3	-8
14	Cc1cc(C)cc(NC(=O)Cn2nnc3ccccc3c2=O)c1	6	1	-8	-2	-9	-5	1	3	2	-7
15	O=C(NCc1ccccc1)[C@@H]1CCCN1C(=O)[C@H]1CCCN1C(=O)c1ccc(Cl)cc1	-2	4	·	0	4	-7	-3	1	4	0
16	COc1cccc(OCc2cc(C(=O)N(C)Cc3nc4ccccc4[nH]3)no2)c1	-3	-3	-16	0	1	1	2	-6	5	0
17	C/C(=N\NC(=O)c1ccc(Cl)cc1)c1cccnc1	-1	0	-1	0	2	8	1	0	-7	4
18	CN(C)/C=C/C(=O)c1ccc(Br)s1	1	-4	-34	9	-1	5	1	3	-2	-9
19	Cc1cc(C(=O)NCc2cccnc2)n(-c2ccccc2)n1	4	-1	0	1	0	0	6	-4	3	0
20	CCOC(=O)C1CCCN(Cc2cc(=O)oc3cc(C)ccc23)C1 (centres undefined)	-3	-1	-1	-6	8	-5	-8	-2	6	4
21	Cc1ccccc1C(=O)N1CCN(CCNC(=O)C(=O)Nc2ccc(Br)cc2)CC1	4	0	-4	-6	-5	2	2	2	-7	0
22	CCCN(C)C1CN(Cc2cn(CCCC(=O)OC)nn2)S(=O)(=O)C1 (centres undefined)	1	15	·	1	-7	1	18	7	9	2
23	CSc1sc(C(=O)NCC2CC2)c2c1S(=O)(=O)N(C)c1ccccc1-2	-2	-1	-1	1	-2	14	5	5	4	0
24	Cc1ccc(NC(=O)c2ccc3c(c2)C(=O)N(CC2CCCO2)C3=O)cc1C (centres undefined)	1	-3	-5	-1	-3	3	-5	3	-2	0
25	Cc1nn(CC(=O)NCCc2ccccc2)c(=O)c2cc3occc3n12	-2	3	2	1	3	2	2	4	4	4
26	C=CCc1cccc(/C=N/NC(=O)C(C)Nc2ccc(C)cc2)c1O (centres undefined)	-2	-1	-6	4	-4	-1	1	2	7	5
27	Cc1ccc(S(=O)(=O)N2CCN(C(=O)CN3CCN(c4ccc(O)cc4)CC3)CC2)cc1	-3	0	12	7	34*	-1	1	1	10	14
28	COc1ccc(CCNC(=O)CCC(=O)Nc2nnc(C(C)C)s2)cc1OC	0	1	1	-8	-4	-4	0	-2	-7	3
29	O=CN1CCN(C(=O)CN2C(=O)c3ccccc3C2=O)CC1	7	-1	6	-2	-1	-3	8	1	1	6
30	CC(C)NC(=O)CN1CCC(O)(c2ccccc2)CC1	2	-1	2	0	-3	-1	3	6	-4	0
31	Cc1cc(N2CCN(C(=O)OC(C)(C)C)C[C@@H]2C)ccc1Br	4	0	·	0	-4	4	-1	-5	2	-2
32	O=C(CSc1nnc2c(n1)[nH]c1ccc(F)cc12)NC1CC1	-6	-3	2	-1	-3	3	7	4	6	0
33	CCOc1ccc(CNC(=O)CCCn2nc(CC)n3c(cc4occc43)c2=O)cc1	-6	-1	-3	0	-1	2	-2	-4	6	-2
34	N=c1ccn(Cc2ccccc2Cl)cc1	-4	-3	8	1	0	3	5	1	-6	6
35	COc1ccc(C(=S)Nc2ccc(N(C)C)cc2)cc1	2	3	0	7	1	0	8	2	-8	-8
36	CCc1cccc(N(C(=O)c2csnn2)C(C(=O)NC(C)(C)C)c2ccncc2)c1 (centres undefined)	-5	-3	-7	-3	0	-7	3	-3	4	2
37	CCOc1cc(/C=N/O)ccc1OCc1ccc(C)cc1	-7	-3	-9	-4	-3	-1	10	-6	7	-16
38	CN1CCN(c2cc3c(cc2F)c(=O)c(C(=O)O)cn3CCF)CC1	2	-1	9	0	0	-3	-4	3	1	2
39	COC(=O)Cc1ccc(NC(=S)N2CCN(c3ccc(OC)cc3)CC2)cc1	-2	0	-3	-5	-2	0	1	1	14	-1
40	O=C(Nc1ccccc1C(=O)N1CCCCCC1)c1ccccc1Cl	-9	-4	-7	-2	-3	0	3	-4	-4	3
41	Cc1cc(C)c(NC(=O)c2cn3c4c(c(N5CCN(C)CC5)c(F)cc4c2=O)OCC3C)c(C)c1 (centres undefined)	-7	3	5	-8	-3	0	1	-2	-1	7
42	C=CCn1c(SCC(=O)NCc2ccc3c(c2)OCO3)nnc1C1CCCCC1	0	3	-5	-3	0	-3	0	-2	1	1
43	CC(=O)c1ccc(NC(=O)CSc2ccc(-c3ccc4c(c3)OCO4)nn2)cc1	0	0	7	-1	-2	6	3	1	-2	-9
44	CN(C)c1oc(-c2ccco2)nc1C#N	9	-1	11	2	1	-2	-4	2	5	-6
45	CC1(Cc2ccccc2Cl)C(=O)Nc2c(Cl)ccc(Cl)c21 (centres undefined)	2	2	·	1	0	-3	-9	-3	2	-14
46	COc1ccc(C(C(=O)NC2CCCCC2)n2c(=O)c(-c3ccco3)nc3ccccc32)cc1 (centres undefined)	-13	-4	·	26	13	-3	2	-1	-4	0
47	COCCNC(=O)Cn1ccc2cc(S(=O)(=O)N3CCCCC3)ccc21	-11	11	9	-3	4	5	-7	2	3	-2
48	O=[N+]([O-])c1cc(S(=O)(=O)C(F)(F)F)ccc1Sc1nc2ccccc2[nH]1	-17	-2	-14	9	6	-9	6	-6	4	2
49	O=C(COC(=O)Cc1ccc(Cl)cc1)NCc1ccc(F)cc1	0	2	-1	0	-5	0	-8	0	-2	-6
50	CCOc1ccc(OCCSc2nc3ccccc3c(=O)[nH]2)cc1	-4	0	-1	3	-5	-1	-1	3	-4	3

Carrying on:
no.	Compound	GC-B act	UHRF1 binding	HTRA1 inh	rCAG binder	PRMT1 inh	GC-A act	TCR CD3 inh	MBD2 inh	SIAE primary	mABHD4 FP
51	OCCN(CCO)c1ncnc2c1sc1nc(N3CCOCC3)c3c(c12)CCCC3	2	6	-18	2	3	4	6	8	-11	-19
52	CCCSC(=S)NC1CCS(=O)(=O)C1 (centres undefined)	0	1	-2	1	-2	6	-3	2	2	4
53	Cc1ccc(Cl)c(OCC(=O)Nc2ccccc2C(=O)NC2CC2)c1	0	5	1	-4	2	-1	2	3	-8	-7
54	O=C(CCc1ccccc1)Nc1ccncc1	3	3	-4	0	-2	2	2	3	-2	-8
55	Fc1ccc2cc(C3=CCCCC3)ncc2c1	-4	10	·	19	6	-1	12	6	4	9
56	CCN(CC)S(=O)(=O)c1cccc(-c2nnc(SCc3nnc(-c4cccs4)o3)n2N)c1	-4	0	-2	0	-1	-1	0	3	10	0
57	C/C(=C/C(=O)N1CCc2ccccc21)C(=O)O	-3	6	8	11	4	-4	-3	5	5	-4
58	OC(c1ccco1)c1nc(-c2cccs2)cs1 (centres undefined)	-2	-2	·	16	7	0	1	0	6	7
59	Cc1ccc(NC(=O)NNC(=O)c2cc3ccccc3cc2O)cc1C	2	1	21	10	3	-4	21*	1	1	6
60	CCOc1ccccc1NC(=O)Cn1ncc2ccc([N+](=O)[O-])cc21	0	-2	-10	5	0	-5	0	-3	-5	-5
61	C=C(C)C(O)COc1c2occc2c(OC)c2ccc(=O)oc12 (centres undefined)	6	-3	0	1	-2	-4	2	-4	2	3
62	O=C(O)C1Oc2ccccc2C1c1ccccc1 (centres undefined)	0	1	2	0	4	0	1	3	-7	2

Ordered by formula weight (lowest first): some entries from above.
no.	Compound	GC-B act	UHRF1 binding	HTRA1 inh	rCAG binder	PRMT1 inh	GC-A act	TCR CD3 inh	MBD2 inh	SIAE primary	mABHD4 FP
55	Fc1ccc2cc(C3=CCCCC3)ncc2c1	-4	10	·	19	6	-1	12	6	4	9
62	O=C(O)C1Oc2ccccc2C1c1ccccc1 (centres undefined)	0	1	2	0	4	0	1	3	-7	2
59	Cc1ccc(NC(=O)NNC(=O)c2cc3ccccc3cc2O)cc1C	2	1	21	10	3	-4	21*	1	1	6
53	Cc1ccc(Cl)c(OCC(=O)Nc2ccccc2C(=O)NC2CC2)c1	0	5	1	-4	2	-1	2	3	-8	-7

An excerpt; rates above refer to the full screens.
